HGIII-sPLA2 inh – Inhibits HGIII-sPLA2 liposome hydrolysis, primary screen; AID 743126; QFRET BODIPY PC-A2 liposome hydrolysis, fluorescence; 0.56% of 370,000 active; Q9NZ20; inhibition, % at 12.2 µM;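 active = inhibition above mean plus 3 SD of compounds lying within the high and low control bounds, cut at about 19% in these data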;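 note: 0% = median of test compound wells and 100% = no enzyme DMSO wells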
Target sequence (Q9NZ20 whole entry, looked up): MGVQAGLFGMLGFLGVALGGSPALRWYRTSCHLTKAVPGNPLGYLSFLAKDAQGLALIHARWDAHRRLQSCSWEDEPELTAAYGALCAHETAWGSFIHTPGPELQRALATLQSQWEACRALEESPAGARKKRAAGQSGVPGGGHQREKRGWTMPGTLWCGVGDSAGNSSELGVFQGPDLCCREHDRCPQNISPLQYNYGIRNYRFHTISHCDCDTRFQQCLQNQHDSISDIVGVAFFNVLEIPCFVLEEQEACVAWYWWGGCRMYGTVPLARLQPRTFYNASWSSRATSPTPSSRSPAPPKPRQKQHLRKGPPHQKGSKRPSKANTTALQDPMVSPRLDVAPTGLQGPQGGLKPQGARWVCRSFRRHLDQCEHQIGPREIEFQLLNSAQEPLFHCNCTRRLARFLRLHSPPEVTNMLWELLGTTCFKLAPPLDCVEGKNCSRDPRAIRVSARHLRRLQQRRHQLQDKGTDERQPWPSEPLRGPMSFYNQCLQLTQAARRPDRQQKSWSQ
PG9 binder – binds the HIV-1 gp120 antibody PG9; TR-FRET gp120-PG9 antibody binding; inhibition, % at 6.7 µM; 0.43% of 360,000 active; in the data active = inhibition above about 8.5%
SMARCA2 activ – increases SMARCA2 function in MMTV reporter cells. MG213 cells, MMTV-luciferase reporter, dexamethasone, overnight. activation, % at 9.1 µM. 1% of 370,000 active. AID 652017; in the data active = activation above about 7.8%;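 note: 0% = vehicle wells and 100% = reference activator wells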
DAX1 inh-1 – blocks DAX1 repression of SF-1 activated StAR promoter; AID 652010; inhibition, % at 6.8 µM; HEK293T StAR-luciferase reporter, SF-1/DAX-1 repression relief; 1.1% of 370,000 active;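 active = inhibition above the mean over all tested compounds plus 3 SD, cut at about 3.6% in these data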;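 note: 0% = DAX-1 cells with DMSO and 100% = cells lacking DAX-1 with DMSO; higher inhibition means more luminescence from relief of DAX-1 repression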
GAA850 FXN act – frataxin GAA850 promoter activation | activation, % at 6 µM | 0.56% of 360,000 active | HEK293 lucGAA850 FXN promoter luciferase reporter, 24 h; percent of 10 µM SAHA response;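 active = activation above the average of all compounds screened plus 3 SD, cutoff fixed separately per campaign, cut at about 7.5% in these data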;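 note: 0% = DMSO wells and 100% = 10 µM SAHA wells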
ssDAF12 agonist – activates DAF-12 receptor from parasite S. stercoralis; HEK293 ssDAF-12/GRIP1 lit1-tk-luc reporter, luminescence; % of 3 µM dafachronic acid response; activation, % at 6.8 µM; 1% of 370,000 active; AID 652126;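 active = activation above the mean over all tested compounds plus 3 SD, cut at about 0.9% in these data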;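 note: 0% = DMSO-only wells and 100% = 3 µM delta7-dafachronic acid wells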
hgDAF-12 ag – hgDAF-12 agonism, primary luciferase screen; HEK293 GAL4-hgDAF12 UAS-luciferase reporter, agonist luminescence; normalized to butyrate control; activation, % at 6.8 µM; 1.8% of 370,000 active;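 active = activation above a cutoff set at the mean of all screened compounds plus 3 SD, cut at about 10% in these data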;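 note: 0% = DMSO wells and 100% = sodium butyrate wells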
NR1D1 modulator – modulates human Rev-erb alpha binding to DNA; P20393; Rev-erbα–FITC-DNA binding, fluorescence polarization, 90 min; activity, % at 10 µM; 0.79% of 370,000 active; AID 1259318;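 active = activity above about 14%, limit read from the data; passing the limit was not always enough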;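 note: 0% = DMSO wells with 35 nM protein and 100% = DMSO wells with 750 nM protein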
PLC-beta3 inh – PLC-beta3 (human) inhibition, primary screen; Q01970; 0.18% of 370,000 active; AID 720704; inhibition, % at 12.2 µM; Purified PLC-beta3, fluorogenic substrate, fluorescence; in the data active = inhibition above about 11%;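 note: 0% = median of compound wells on plate and 100% = full blocker control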
hcDAF12 agonist – activates DAF-12 receptor from parasite H. contortus; HEK293 hcDAF-12 lit1-tk-luc reporter, luminescence; 0% DMSO, 100% Δ7-dafachronic acid; activation, % at 6.8 µM; 1.4% of 370,000 active;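 active = activation above the mean of all tested compounds plus 3 SD, cut at about 5.5% in these data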;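 note: 100% = response to 3 µM Δ7-dafachronic acid high control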
DAX1 inh-2 – inhibits human nuclear receptor DAX1 | P51843 | HEK293 Gal4-DAX1 luciferase reporter, luminescence | inhibition, % at 6.75 µM | 0.99% of 340,000 active | AID 504766;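 active = inhibition above the mean over all tested compounds plus 3 SD, cut at about 4.2% in these data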;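 note: 0% = DAX1-transfected cells with DMSO and 100% = empty-vector control cells with DMSO; inhibition shows as a rise in luminescence from relieved DAX1 repression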
Target sequence (P51843 207-470 limits assumed): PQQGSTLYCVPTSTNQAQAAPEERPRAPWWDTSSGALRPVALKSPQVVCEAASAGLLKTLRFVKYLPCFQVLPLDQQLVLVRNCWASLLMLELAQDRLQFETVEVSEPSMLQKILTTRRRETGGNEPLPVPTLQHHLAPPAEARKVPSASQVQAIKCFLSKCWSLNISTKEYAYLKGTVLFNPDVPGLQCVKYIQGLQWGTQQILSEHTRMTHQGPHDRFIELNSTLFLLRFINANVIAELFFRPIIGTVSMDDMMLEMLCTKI
An asterisk follows results filed as active; i = inactive; / = no result given; & = joins results of further samples. Rows were taken by chance. About 7% of those tested had a hit in this group.

Preview (2 entries):
no.	smiles	HGIII-sPLA2 inh	PG9 binder	SMARCA2 activ	DAX1 inh-1	GAA850 FXN act	ssDAF12 agonist	hgDAF-12 ag	NR1D1 modulator	PLC-beta3 inh	hcDAF12 agonist	DAX1 inh-2
1	Cc1ccc(/C=C/C(=O)N2CCCC(C(N)=O)C2)o1 (stereo not given)	5	-1.2	-3	-0.3	0.1	-1.3	-2.7	-5	-12	-0.3	-0.5
2	NC(=O)c1ccc(NC(=O)COC(=O)c2c3c(nc4ccccc24)/C(=C\c2cccs2)CCC3)cc1	-6	-1.5	1	-0.4	1.0	-1.3	-2.4	5	-59	-0.8	-1.0

Main list, from the first entry:
no.	smiles	HGIII-sPLA2 inh	PG9 binder	SMARCA2 activ	DAX1 inh-1	GAA850 FXN act	ssDAF12 agonist	hgDAF-12 ag	NR1D1 modulator	PLC-beta3 inh	hcDAF12 agonist	DAX1 inh-2
1	Cc1ccc(/C=C/C(=O)N2CCCC(C(N)=O)C2)o1 (stereo not given)	5	-1.2	-3	-0.3	0.1	-1.3	-2.7	-5	-12	-0.3	-0.5
2	NC(=O)c1ccc(NC(=O)COC(=O)c2c3c(nc4ccccc24)/C(=C\c2cccs2)CCC3)cc1	-6	-1.5	1	-0.4	1.0	-1.3	-2.4	5	-59	-0.8	-1.0
3	COc1ccc(C(=O)ON=C2c3ccccc3-c3ccccc32)cc1OC	0	-0.6	-2	-0.1	2.0	-1.2	7.6	-4	-1	-1.5	0.1
4	COC(=O)C1N[C@@H]([C@@H](NC(=O)COc2ccccc2)C(=O)Nc2ccc(OC)cc2)SC1(C)C (stereo not given in full)	-6	-1.3	0	0.9	-1.6	-1.3	-0.3	-2	2	-0.7	-0.9
5	Oc1ccc(C[C@H]2CNC(=S)N2CC2CCCN2C[C@H](Cc2ccc(O)cc2)N2C[C@H](Cc3ccc(O)cc3)N(CC3CCCCCC3)C2=S)cc1 (stereo not given in full)	-8	0.5	-5	1.4	1.7	-2.0	-3.2	2	1	-2.2	-2.5
6	COc1ccc(Oc2cn[nH]c2-c2ccc(O)cc2O)cc1	-67	-2.4	1	-0.8	0.0	-1.1	-1.4	-2	-2	-0.9	0.1
7	COc1cccc(OC)c1C(=O)OCC(=O)Nc1cccnc1Cl	11	-1.7	-5	-0.4	1.6	-0.8	-2.2	6	-5	-1.6	-1.6
8	COc1ccc(Cl)cc1C(=O)OCC(=O)NCCNC(=O)COC(=O)c1cc(Cl)ccc1OC	-20	-1.6	-3	-0.9	-0.5	-1.4	-1.2	0	-5	-0.3	1.0
9	COc1ccc(-n2c(N)cc(=O)nc2SCC(=O)NC2CCCCC2)cc1	11	-1.0	0	-0.5	0.6	-0.5	1.0	3	-6	0.8	-0.4
10	O=C(CP(=O)(O)CC(=O)c1ccccc1)c1ccccc1	-2	-0.7	0	0.3	-0.2	-0.9	5.5	1	0	-0.8	0.1
11	Cc1ccc(NC(=O)Nc2cc(C)nn2-c2ccccc2)cc1	3	/	-4	-0.8	/	-0.9	0.6	-4	1	-0.4	/
12	O=C(NC1CCCC1)C(c1ccncc1)N(C(=O)Cc1cccs1)c1ccc(F)cc1 (stereo not given)	-3	-2.2	-1	0.0	-1.2	-0.4	-2.4	2	0	0.7	2.9
13	O=C(C#Cc1ccccc1)Nc1cccc(F)c1	1	-1.5	-1	-0.7	-8.0	-1.1	-4.0	-6	-6	-1.0	-0.8
14	O=C(NC1CCCCC1)C(c1ccncc1)N(C(=O)Cc1cccs1)c1ccccc1 (stereo not given)	6	-0.4	0	0.0	0.3	-1.9	4.9	0	-3	0.4	-0.6
15	Cc1ccc(NC(=O)c2noc3c2CCCCC3)cc1	-5	-3.3	3	3.4	0.3	1.2*	11*	4	5	10*	2.3
16	O=C(OC12CCCN(C1)/C(=C/c1ccncc1)C2)c1cccc(F)c1 (stereo not given)	1	/	-2	-2.6	/	-1.4	-5.4	5	-9	-3.9	/
17	O=C(OCC(=O)N1CCN(c2ccccc2)CC1)C1CCCN1S(=O)(=O)c1ccc(Cl)cc1 (stereo not given)	-9	0.4	-1	-2.9	-0.3	-1.6	2.7	-2	-38	-2.1	-0.5
18	NNC(=O)c1ccc(-c2ccccc2F)cc1	9	-0.1	-5	-0.2	0.0	-0.8	-0.9	1	-21	-1.2	-0.1
19	CC1CCN(CCc2nc3cc(NC(=O)NC4CCCCC4)ccc3n2C)CC1	5	0.2	8.5*	-0.5	4.6	-2.0	-3.6	-4	1	-1.3	-0.2
20	CCN(CC)S(=O)(=O)c1cc(NC(=O)CSc2n[nH]c(N)n2)ccc1C	-4	1.3	-2	-1.3	-0.7	-1.1	6.4	-1	-3	-0.2	0.1
21	CCOc1cc2[nH]c(=S)n(C3CCN(Cc4ccccc4)CC3)c(=O)c2cc1OCC	3	1.0	-3	-0.5	4.5	-1.3	0.4	10	-2	0.1	0.1
22	Cc1ccc2nc(C3CCCCC3)c(Cc3cccc(Cl)c3)n2c1	5	0.5	-2	0.2	/	-0.8	3.1	10	-9	-0.7	/
23	Cc1nn(-c2ccccn2)c2c1C(=O)CC(C)(C)C2N=[N+]=[N-] (stereo not given)	2	0.0	0	-1.5	1.6	-0.6	3.8	3	0	-0.5	-0.3
24	O=C(c1ccc(-n2cnnn2)cc1)N1CCOCC1	8	2.9	-5	0.1	0.0	-1.6	-2.6	1	2	-0.9	-0.2
25	CC(C)(C)c1ccccc1NC(=O)CN1C(=O)NC2(CCCC2)C1=O	-1	-0.8	0	-0.1	1.0	-1.9	-1.1	-6	-8	4.3	-0.7
26	Cc1ccc(-n2c3c(cc(C(=O)NCC(=O)c4ccccc4)c2=O)C(=O)CCC3)cc1	-6	-1.3	0	0.2	0.5	-0.8	1.2	4	-5	-0.9	-0.2
27	N#CC(Sc1ccccn1)c1ccc(Cl)cc1 (stereo not given)	-3	-1.5	-2	-0.6	-0.7	-1.1	0.3	8	-456	-2.4	0.0
28	CCCCCCSC1=C(C#N)C(c2ccc(O)cc2)CC(=O)N1 (stereo not given)	-27	-3.9	2	-0.8	-0.9	-0.9	-1.3	2	0	-0.2	-0.7
29	CCC(CC)C(=O)N1CC(=O)Nc2ccc(F)cc2C1c1ccc(F)cc1 (stereo not given)	3	0.3	-1	-1.2	-2.6	-1.0	-1.4	0	3	-1.4	0.2
30	CCCN1CCN(CCCNC(=O)CCNC(=O)Cn2ccc3ccccc3c2=O)CC1	0	-0.4	-1	-0.2	2.5	-1.9	1.6	-5	2	-0.2	-0.1
31	O=C1CCCN1CN(C(=O)c1ccccc1)c1ccccc1	0	-0.5	1	0.0	2.9	-1.2	-4.1	-3	-1	-0.3	1.6
32	Cc1ccc(C(=O)N2CCCCC2)cc1NC1=C(Cl)C(=O)N(Cc2ccccc2)C1=O	-17	1.2	-7	-0.7	1.8	-2.2	-5.0	5	-13	-2.7	-0.8
33	O=Cc1cccc2ccc3cccc(C(=O)O)c3c12	6	-0.4	-1	-0.3	-0.4	-1.1	1.1	5	-61	-0.4	0.2
34	COc1ccc(-n2ncc3c2CC(C)(C)CC3NC(=O)CCn2cncn2)cc1 (stereo not given)	0	-0.5	-1	-1.2	-2.0	-0.3	2.9	-4	-9	0.2	-0.6
35	C=CCNC(=O)c1c(CSc2ccc(Cl)cc2)noc1C(=O)NCc1ccccc1	-2	-1.8	0	-0.4	0.8	-1.7	6.5	0	-5	-2.1	0.9
36	OCC#CCSc1nnc(-c2ccncc2)o1	2	-1.1	-3	-0.9	1.7	-1.4	3.5	-3	1	-0.1	1.5
37	NC(=O)CSc1nnc(COc2cccc3ccccc23)o1	-3	-0.9	-1	-0.3	-1.4	-1.3	-2.6	0	-8	-0.4	1.6
38	c1cc(SC2CCCCC2)cc(-c2nc3cnccn3c2NC2CCCCC2)c1	-12	4.9	0	-0.8	-0.1	-1.1	-0.2	5	i	3.1	-1.5
39	Cc1cc(NC(=O)COC(=O)CNS(=O)(=O)c2ccc(C)c(C)c2)no1	5	0.3	-1	0.0	-1.1	-1.4	0.0	4	0	0.8	1.4
40	COc1ccc(CN2C(=O)C(CC(=O)NCC3CCCCC3)CC(C(=O)N3CCOCC3)=C2C)cc1 (stereo not given)	1	-0.7	-2	-0.9	-0.9	-1.1	0.9	3	1	-0.1	0.9
41	Cc1cc(C)c(S(=O)(=O)c2cccc(C(F)(F)F)c2)c(=O)[nH]1	-3	-2.7	1	-0.1	0.0	-1.1	-1.3	-2	-1	0.8	-1.6
42	OCCN1CCN(CC(O)COCCOc2ccc(Br)cc2)CC1 (stereo not given)	7	1.1	-4	-0.4	0.5	-0.1	2.4	-2	0	-0.4	-1.2
43	C/C(=N\NC(N)=O)c1c(F)cccc1F	-1	-2.4	2	-0.2	1.5	-1.0	-0.5	3	-4	-1.5	2.7
44	COc1cccc(NC(=O)CCC2CCN(C(=O)C(OC)c3ccccc3)CC2)c1 (stereo not given)	-7	-0.7	-6	-1.5	-0.6	-1.6	0.3	12	2	-1.9	-0.7
45	CCOC(=O)[C@@H]1[C@H]2COc3cc(OC)ccc3[C@H]2N2C(=O)N(c3ccc(Cl)cc3)C(=O)[C@]12C	-3	0.8	-1	-0.4	-2.9	-1.2	-1.6	0	3	-1.6	-0.5
46	CCOc1ccc(C(C)=O)cc1CSc1nnnn1-c1ccc(O)cc1	-16	-4.4	-2	-3.0	1.6	-2.2	2.2	0	-1	-0.2	-1.0
47	COCCCNC(=O)c1ccc([N+](=O)[O-])c(Cl)c1	14	0.7	-1	-0.6	3.5	-1.2	2.5	2	-1	-0.4	0.3
48	NC(=O)c1cccnc1	-7	-2.7	-2	0.7	-0.5	-0.5	0.8	0&-2	1	-0.8	0.4
49	COc1cccc(N2CCN(CC(=O)NCc3ccco3)CC2)c1	13	/	-4	0.0	/	-0.6	-2.1	5	-7	-0.6	/
50	Nn1c(SCC(=O)NCC2CCCO2)nnc1-c1ccco1 (stereo not given)	0	-1.2	0	-0.3	2.5	-0.7	4.2	-4	-5	0.2	-0.8
